# KCNH2 3.1 block: qHTS for Inhibitors of KCHN2 3.1: Mutant qHTS; Potassium voltage-gated channel subfamily H member 2, brain isoform KCNH2 3.1 (human); U2OS KCNH2 3.1, thallium flux FluxOr; hits give low values; activity change, % (tested at about 1.8 µM); actives 0.95% (n = 340,000);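 active = maximum activity change below -70%; inconclusive = maximum activity change from -70% to -50%; inactive = maximum activity change above -50%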;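 also: thallium influx rate constant from kinetic fluorescence after stimulation buffer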
#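 U2OS cells transduced with KCNH2 3.1 mutant virus (1.77 x 10^8 /mL, 4 h), plated overnight at 37 C, loaded 45 min with FluxOr dye plus Red40 quencher. Thallium flux rate constant from kinetic reads after stimulation buffer, normalised to controls.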
# Active calls of the source: *; ? = inconclusive. % is scaled to controls: 0 for no effect and ±100 for the full control effect.
canonical_smiles | KCNH2 3.1 block
CCCCCCN1C[C@H](n2cc(COC(=O)c3ccccc3)nn2)[C@@H](O)C[C@@H]1c1ccc(C)cc1 | -28.7
Cn1cnc2c(SCc3ccccc3)ncnc21 | -27.7
CC(C)C12NC(=O)NC(=O)N1CCS2 (configuration not stated) | 7.3
CCC(C)CCCCCCCCCCC(=O)O (configuration not stated) | -4.8
CCOC(=O)c1ccc(NC(=O)c2nc[nH]c2C(=O)N[C@@H](C)CO)cc1 | ?
CC(C)CC1C(=O)N(Cc2cn(CC3CCCCC3)nn2)CCS(=O)(=O)N1Cc1ccc(-c2ccc(Cl)c(Cl)c2)cc1 (configuration not stated) | -9.8
O=[N+]([O-])c1ccc2c(c1)C(=Nc1ccccc1)c1ccccc1-2 | 31.8
FC(F)(F)C1=NNC(c2ccc3ccccc3c2)=NN1 | 9.9
CNC(=O)N(O)C1N(NC(=O)Nc2ccccc2)C(=S)SC1(C)C (configuration not stated) | 10.9
COc1cccc(-c2nc(N3CCCCC3)c3ccccc3n2)c1O | -11.2
CCCCOC(=O)C1=C(C)N(C)C(=O)NC1c1cc2c(cc1Br)OCO2 (configuration not stated) | 1.4
COc1cccc(C(=O)Nc2ccc(C(=O)NCC3CCCO3)cc2)c1 (configuration not stated) | -9.7
COCC(C)N1CCC(n2nccc2NC(=O)c2ccccc2Cl)CC1 (configuration not stated) | -28.9
CCCCN1C(=O)C(CC(=O)NC2CCCCC2)CC(C(=O)N(C(C)C)C(C)C)=C1C (configuration not stated) | 28.9
COc1ccc(CN2CCC[C@]3(N[C@H](c4ccc(OC)cc4)[C@@H]4C(=O)N(Cc5ccccc5)C(=O)[C@@H]43)C2=O)cc1 | 4.0
O=C(Nc1ccccc1C(=O)Nc1ccccc1)c1ccccc1Br | 2.2
CCN(C(=O)Cn1cc(C(F)(F)F)ccc1=O)C1CCS(=O)(=O)C1 (configuration not stated) | 8.3
COc1cc(C2c3cc4c(cc3C(O)C3COCC23)OCO4)cc(OC)c1OC (configuration not stated) | -1.1
NS(=O)(=O)c1ccc(CCNC(=O)CCc2ccccc2)cc1 | 10.0
CC(=O)c1ccccc1NC(=O)COC(=O)C1COc2ccccc2O1 (configuration not stated) | -5.4
O=C1CC2(CCCCC2)Oc2ccc(F)cc21 | -1.5
NC(=O)C1(Nc2ccc(C(=O)O)cc2)CCCC1 | -5.1
Cc1ccccc1S(=O)(=O)N(C)C[C@@H]1OCc2ccccc2-c2c(n(C)c3ccccc23)C(=O)N([C@H](C)CO)C[C@@H]1C | -10.1
CCCCCNC(=O)c1ccc(NC(=O)CC2SC(N3CCCC3)=NC2=O)cc1 (configuration not stated) | 24.2
c1ccc(OCCN2CCNCC2)cc1 | -11.9

# Next section:
canonical_smiles | KCNH2 3.1 block
CC(=O)N(C)C[C@H]1Oc2ncc(Br)cc2C(=O)N([C@H](C)CO)C[C@@H]1C | 18.3
CN(C)c1ccc(Cc2cc3c(O)ccc(O)c3cc(Cc3ccc(N(C)C)cc3)c2=O)cc1 | -0.4
O=C1COC(c2ccccc2O)=NN1CCCl | 2.8
CC(CCc1ccccn1)C(=O)c1ccccc1 (configuration not stated) | -2.3
Cc1cnc(Sc2ncccc2[N+](=O)[O-])nc1 | -1.4
COc1ccc(C2CCCCCN2C(=O)C2CCN(S(=O)(=O)c3ccc(C)cc3)CC2)cc1 (configuration not stated) | -12.0
O=C(COC(=O)c1cc(=O)[nH]c2ccccc12)Nc1ccc(Cl)c(S(=O)(=O)N2CCOCC2)c1 | 2.1
CC/C(C)=C1/NC(=O)NC1=O | -7.2
COc1ccc2cc(C3=CC(=O)CCC3)ccc2c1 | 9.4
CCN1C(=O)C(C)C=C(C)C=C1C (configuration not stated) | -5.3
CC(C)C[C@H](NC(=O)c1[nH]cnc1C(=O)Nc1ccccc1F)C(=O)OC(C)(C)C | -8.1
Clc1ccc(Cl)c(-c2nn3c(Cn4cnc5ccccc54)nnc3s2)c1 | 4.4
O=C(NNC1CCN(Cc2ccccc2)CC1)c1ccccc1 | -4.7
Cc1ccc(S(=O)(=O)NN=Cc2ccccc2Cl)cc1 | -0.4
O=C(O)C1(O)C[C@@H](O)C(O)[C@H](O)C1 (some centres not stated) | -3.9
Cc1ccc(CNC(=O)C2CC(c3ccccc3C(F)(F)F)=NO2)o1 (configuration not stated) | -29.9
O=c1ncn(-c2cccc([N+](=O)[O-])c2)c2ccccc12 | 11.1
Nc1nonc1-n1nnc(C(=O)N/N=C/c2ccc(O)cc2)c1CN1CCCCCC1 | 8.3
COc1ccc(C(=O)Nc2ccc(S(=O)(=O)N3CCN(C)CC3)cc2)cc1 | 4.4
Cc1cccc(NC(=O)c2cccc(C(=O)Nc3cccc(C)c3)n2)c1 | 4.0
CC(OC(=O)[C@@H](NC(=O)OCc1ccccc1)C(C)C)C(=O)Nc1ccc(N2CCOCC2)cc1 (some centres not stated) | -3.6
O=C(CCOc1ccccc1)N1CCCC(Nc2ccccc2)C1 (configuration not stated) | 27.3
O=S(=O)(N/N=C1/CC(c2ccccc2)Oc2ccccc21)c1ccccc1 (configuration not stated) | 4.1
CCN1C(=O)[C@H]2[C@@H](c3ccc(OC)cc3)N[C@]3(CCCN(Cc4ccccc4)C3=O)[C@H]2C1=O | 18.8
N#Cc1ccc(-c2nc3ccc(Br)cn3c2Cc2ccccc2)cc1 | -9.0

# Two of the compounds above, field by field.
Nc1nonc1-n1nnc(C(=O)N/N=C/c2ccc(O)cc2)c1CN1CCCCCC1
  KCNH2 3.1 block: 8.3
COc1ccc(C(=O)Nc2ccc(S(=O)(=O)N3CCN(C)CC3)cc2)cc1
  KCNH2 3.1 block: 4.4

# (cont.)
canonical_smiles | KCNH2 3.1 block
COCC1CCN(C(=O)c2ccc3oc(Cc4ccc(Cl)cc4)nc3c2)C1 (configuration not stated) | -4.3
COc1cccc(C(=O)N2CCN(c3nc4cc(C)cc(C)c4cc3C#N)CC2)c1 | 5.2
O=C(Cc1ccc(Br)cc1)Nc1cccc(S(=O)(=O)N2CCCCC2)c1 | -28.7
COc1ccc(CNS(=O)(=O)c2ccc(F)cc2Br)cc1 | 1.4
CC1(C)C(CC(=O)O)CC1C(=O)O (configuration not stated) | 7.4
O=C(COc1ccc(Br)cc1)NNC(=O)c1cc(S(=O)(=O)N2CCOCC2)ccc1Cl | 11.2
COc1cccc(NC(=O)CC2C(=O)NC3CCCCC3N2C(=O)c2ccccc2)c1 (configuration not stated) | 10.1
C[C@H]1CCCCO[C@@H](CN(C)C(=O)NC2CCCCC2)[C@@H](C)CN([C@@H](C)CO)C(=O)c2cc(NC(=O)Cc3ccccc3)ccc2O1 | -11.7
C#CCOCCOCCOCCNc1nc(N2CCN(C(=O)Cn3cc(CCO)nn3)CC2)nc(N2CCN(C(=O)Cn3cc(CCCCN)nn3)CC2)n1 | 55.3
CC(=O)N(C(C)=O)c1ccc(Oc2ccc(Oc3ccc(N(C(C)=O)C(C)=O)cc3)cc2)cc1 | -13.7
CN(c1ccccc1)S(=O)(=O)c1cccc(NC(=O)CCNC(=O)c2ccco2)c1 | -13.5
COc1ccc(C(=O)N(C)[C@H]2C[C@H]3c4[nH]c5ccccc5c4CCN3C(=O)[C@H]2CO)cc1 | 6.7
N#Cc1cnc2nc1NCCCCCCC2 | -18.7
O=C(c1ccccc1)c1ccc(Oc2ccc([N+](=O)[O-])cc2[N+](=O)[O-])cc1 | -25.6
Cc1ccc(OCC(=O)Nc2oc(-c3ccccc3)c(-c3ccccc3)c2C#N)cc1 | -8.3
Cc1cc(NC(=O)/C(C#N)=C\c2ccc(-c3ccc(SC(F)F)cc3)o2)n(-c2ccccc2)n1 | -18.0
COc1ccc(-c2csc(NC(=O)CSc3nc(C)cs3)n2)cc1 | -9.3
CC1=Nc2ccccc2/C1=C/c1c(C)[nH]c2ccccc12 | -9.3
CC(C)n1ncc2c(C(=O)N3CCN(S(=O)(=O)c4cccc(F)c4)CC3)cc(C3CC3)nc21 | -14.0
C/C=C/c1ccc2c(c1)O[C@H](CN(C)C(=O)NC1CCCC1)[C@H](C)CN([C@H](C)CO)S2(=O)=O | -9.1
Nc1ccc2ccc(O)cc2c1 | 14.3
COc1ccc(N2CCN(C(=O)CSc3nnc(C4CC4)n3C3CC3)CC2)cc1 | 8.3
CCN(CC(=O)Nc1cc(Cl)ccc1C)CC(=O)NC1CC1 | 5.6
Cc1cc(C)c(C)c(S(=O)(=O)N2CCC(C(=O)NCc3cccs3)CC2)c1C | -2.7
O=C(Cc1ccc(NC(=O)C2CCCN(C(=O)CCc3ccccc3)C2)cc1)Nc1cccc(C(=O)N2CCCCC2)c1 (configuration not stated) | 0.3

# (more compounds)
canonical_smiles | KCNH2 3.1 block
CCOC(=O)C1(CCCc2ccccc2)CCN(C(=O)c2n[nH]c(CC)c2C)CC1 | -16.6
COCOc1ccc(/C=C/C(=O)c2c(O)cc(OCOC)cc2OCOC)cc1 | -3.5
Cc1cccc(-c2c3c(=O)n(C)c(=O)n(C)c3c3nnc4ccccc4n23)c1 | 8.1
CCCCN1C(=O)C(CC(=O)NCCc2ccccn2)CC(C(=O)N(C(C)C)C(C)C)=C1C (configuration not stated) | 13.0
O=[N+]([O-])c1cccc(N=NNc2cccc([N+](=O)[O-])c2)c1 | -10.4
Nc1nc(N2CCCCC2)c2ncn(C3OC(CO)C(O)C3O)c2n1 (configuration not stated) | 1.8
COC(=O)C(CC(=O)CNC(=O)c1ccccc1)NC(=O)c1ccccc1 (configuration not stated) | -13.4
O=C(CCN1CCCCC1)Nc1ccc(F)c(F)c1 | ?
CCN(CC)C(=O)N1CCc2ccccc2C1CN1C(=O)c2ccccc2C1=O (configuration not stated) | -5.3
CCC(C)C(N)C(=O)N1CCCC1C(=O)NC(C(=O)O)C(C)CC (configuration not stated) | 2.6
CC(=O)N1N=C(c2ccc(Br)cc2)CC1c1ccc(Br)cc1 (configuration not stated) | 3.6
COc1ccc(NC(=O)CN(C)C(=O)c2cc(C)oc2C)cc1 | -19.2
CCn1c(SCc2cc(=O)[nH]c3ccccc23)nc2c1c(=O)n(C)c(=O)n2C | -7.9
C[C@@H]1CN([C@H](C)CO)S(=O)(=O)c2ccc(C#Cc3ccccc3F)cc2O[C@H]1CN(C)C(=O)c1ccc2c(c1)OCO2 | -5.1
c1ccc2c(c1)CNc1ccccc1-2 | 7.8
C[C@@H]1CCCCO[C@H](CN(C)S(=O)(=O)c2cccs2)[C@@H](C)CN([C@H](C)CO)C(=O)c2cc(NC(=O)Nc3ccc4c(c3)OCO4)ccc2O1 | 20.6
CCN(CC)Cc1cc(Nc2c3ccccc3nc3c4ccccc4n(C)c23)cc(CN(CC)CC)c1O | -1.1
CN(Cc1ccc(OC(F)F)cc1)C(=O)c1ccccc1Sc1ccccc1C#N | ?
N#Cc1ccccc1NC(=O)c1ccccc1OCC(=O)Nc1ccc2c(c1)oc1ccccc12 | -5.9
CN(CC(=O)Nc1cccc(F)c1)C(=O)Cc1ccsc1 | 1.9
CC1(C)CC(=O)C=C(c2ccc(COC(=O)C3CC3)cc2)C1=O | -3.2
COc1ccc(S(=O)(=O)N(C)C[C@H]2Oc3ncc(-c4ccncc4)cc3C(=O)N([C@@H](C)CO)C[C@@H]2C)cc1 | 6.8
Cc1cc(OC(=O)c2c(C)cc(OC(=O)c3c(C)cc(O)cc3O)cc2O)cc(O)c1C(=O)O | -20.7
CC(C)C[C@H]1CN([C@@H](CC(C)C)CN2CCC[C@@H]2CN2C(=O)C(=O)NC[C@@H]2Cc2ccccc2)C(=O)C(=O)N1CCc1ccccc1 | 11.6
CN1C(=O)[C@H]2[C@@H](c3ccc(C(F)(F)F)cc3)N[C@]3(CCCN(Cc4cccn4C)C3=O)[C@H]2C1=O | 18.3

# Later entries.
canonical_smiles | KCNH2 3.1 block
CCOc1ccc(S(=O)(=O)c2ccc(C)cc2)c2c1no[n+]2[O-] | -9.4
CC(=NNC(=S)Nc1cccc(C)c1)c1ccccn1 | -3.6
COc1cccc(C(=O)NNC(=O)c2cccc3ccccc23)c1 | -2.1
O=S1(=O)CCN(Cc2cccnc2)CC1 | -0.6
Cn1c(=O)c(C(=O)c2ccc(S(C)(=O)=O)c(Cl)c2Cl)c(O)c2ccccc21 | -0.7
CC1=NN(c2ccccc2)C(=O)C1=Cc1ccccc1 | -2.8
CCCCSc1nc(N)nc2c1ncn2C1OC(CO)C(O)C1O (configuration not stated) | 7.0
CNC(CC(C)C)C(=O)NC1C(=O)NC(CC(N)=O)C(=O)NC2C(=O)NC3C(=O)NC(C(=O)NC(C(=O)O)c4cc(O)cc(O)c4-c4cc3ccc4O)C(O)c3ccc(c(Cl)c3)Oc3cc2cc(c3OC2OC(CO)C(O)C(O)C2OC2CC(C)(N)C(O)C(C)O2)Oc2ccc(cc2Cl)C1O (configuration not stated) | -1.0
CC[C@H](C)[C@H](NC(=O)OCc1ccccc1)C(=O)OCC(=O)N1CCN(c2ccc(OC)cc2)CC1 | ?
O=[N+]([O-])c1ccc(NN=Cc2cccc([N+](=O)[O-])c2)cc1 | -9.8
O=C(CC(CC(=O)c1ccccc1)c1ccccn1)c1ccccc1 | -13.7
O=C(c1ccccc1)c1ccc(C(=O)N2CCN(c3ccccc3O)CC2)cc1 | -6.3
C[C@@H](NC(=O)c1ncn2c1c(=O)[nH]c1cccnc12)c1ccccc1 | -8.5
COc1ccc(NC(=O)c2ccc(NC(=O)CN3CCN(c4ccccc4OC)CC3)cc2)cc1 | 3.8
O=[N+]([O-])c1ccc(NN=Cc2cccc3ccccc23)cc1 | -21.2

# Some values from the results shown:
# Reading of CC1=NN(c2ccccc2)C(=O)C1=Cc1ccccc1 in KCNH2 3.1 block: -2.8
# Reading of CNC(CC(C)C)C(=O)NC1C(=O)NC(CC(N)=O)C(=O)NC2C(=O)NC3C(=O)NC(C(=O)NC(C(=O)O)c4cc(O)cc(O)c4-c4cc3ccc4O)C(O)c3ccc(c(Cl)c3)Oc3cc2cc(c3OC2OC(CO)C(O)C(O)C2OC2CC(C)(N)C(O)C(C)O2)Oc2ccc(cc2Cl)C1O (configuration not stated) in KCNH2 3.1 block: -1.0
# Reading of COc1cccc(C(=O)NNC(=O)c2cccc3ccccc23)c1 in KCNH2 3.1 block: -2.1
# Reading of CCOc1ccc(S(=O)(=O)c2ccc(C)cc2)c2c1no[n+]2[O-] in KCNH2 3.1 block: -9.4

# The list is partial (hit frequency here may not be typical).
